From PubChem
OXTR potentiate – human OXTR potentiation; P30559; CHO-OTR cells, Fluo-8 calcium fluorescence, potentiator mode; 0% = oxytocin EC15, 100% = EC100; activation, % at 3 µM; hit rate 0.061% among 320,000; AID 2445;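 active = activation above that plate's cutoff, the mean activation of tested compounds plus 3 SD, cut at about 6.6% in these data, passing the limit was not always enough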;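 also: 100% uses oxytocin at 75 nM as the full agonist control; some results filed as inactive read as strong as hits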
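Assay system: CHO-OTR cells, human receptor / Also added: oxytocin at about EC15, sub-maximal agonist stimulus / Dosing: single dose, 3.0 µM nominal final compound concentration / Incubation: 6 min pre-incubation, 100 s read / Technique: Fluo-8 calcium dye fluorescence / Read-out: % activation vs EC15 and EC100 oxytocin / Benchmarks: EC15 oxytocin low, 75 nM oxytocin high / Replicates: singlicate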
CHO-K1 Ca PAM – counter-screen for M1 PAMs: effect in parental CHO-K1 cells; ATP EC20, Fluo-8 calcium fluorescence; 0% at ATP EC20, 100% at ATP max; activation, % at 3 µM; hit rate 0.02% among 360,000; AID 602247;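 active = activation above the run cutoff, the mean activation of all test compounds plus 3 SD, cut at about 40% in these data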;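 also: peak over basal fluorescence ratio in a 140 s read after ATP addition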
CHO-K1 Ca ag – counter-screen for M1 agonists: effect in parental CHO-K1 cells | AID 602248 | hit rate 0.48% among 360,000 | Fluo-8 calcium fluorescence; scaled to maximal ATP response, vehicle zero | activation, % at 3 µM; in the data active = activation above about 15%;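 also: untransfected CHO-K1 host cells lacking M1 receptor as counterscreen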
V1R ag counter – activates human V1a receptor in oxytocin agonist counter-screen | P37288 | CHO-V1R cells, Fluo-8 calcium fluorescence, agonist mode; 0% DMSO, 100% 3 nM vasopressin | activation, % at 3 µM | hit rate 0.25% among 320,000;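 active = activation above the mean activation of all tested compounds plus 3 SD, per screening run, cut at about 20% in these data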;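 also: signal is peak over basal fluorescence ratio across a 100 second FLIPR read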
Target sequence (P37288 whole entry, looked up): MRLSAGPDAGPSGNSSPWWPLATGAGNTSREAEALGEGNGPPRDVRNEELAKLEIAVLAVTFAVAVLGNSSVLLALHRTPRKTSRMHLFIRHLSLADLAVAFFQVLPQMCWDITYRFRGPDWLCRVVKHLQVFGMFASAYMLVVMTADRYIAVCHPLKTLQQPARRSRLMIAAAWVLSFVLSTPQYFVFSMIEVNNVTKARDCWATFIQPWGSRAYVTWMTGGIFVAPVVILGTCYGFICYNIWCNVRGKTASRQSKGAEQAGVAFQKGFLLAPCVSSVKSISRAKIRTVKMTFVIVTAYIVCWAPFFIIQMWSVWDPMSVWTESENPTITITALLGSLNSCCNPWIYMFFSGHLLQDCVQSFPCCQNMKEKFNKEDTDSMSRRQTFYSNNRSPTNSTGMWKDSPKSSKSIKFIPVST
TAAR1 antag – human TAAR1 antagonism. inhibition, % at 3 µM. hit rate 1.5% among 360,000. AID 624466. Q96RJ0. CHO RD-HGA16 TAAR1, Fluo-8 calcium fluorescence, antagonist;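 active = inhibition above a per-plate cutoff, the mean inhibition of test compounds on that plate plus 3 SD, cut at about 49% in these data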;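 also: 0% = DMSO plus EC80 beta-PEA response and 100% = DMSO alone without agonist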
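test system = CHO RD-HGA16 cells bearing hTAAR1 | replication = singlicate | controls = DMSO-only wells and EC80 β-PEA-stimulated wells | reagent = EC80 β-phenethylamine stimulus | read-out basis = percent inhibition of PEA-evoked calcium signal, max/basal emission ratio | schedule = seeding 17-24 h prior, 75-min 37 °C, 30-min RT dye loading | signal = kinetic Fluo-8 calcium fluorescence measurement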
CHO-K1 Ca antag – nonselective inhibitor or artifact in parental CHO-K1 cells; ATP-induced calcium, Fluo-8 fluorescence; inhibition, % at 3 µM; hit rate 0.6% among 360,000; AID 602250;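 active = inhibition above a per-plate cutoff, the plate's mean sample inhibition plus 3 SD, cut at about 24% in these data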;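 also: 0% = DMSO plus EC80 ATP and 100% = DMSO alone without ATP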
M1 ag – agonists of human M1 muscarinic receptor | P11229 | CHO-K1 hM1, Fluo-8 calcium fluorescence, agonist mode; 0% DMSO, 100% acetylcholine EC100 | activation, % at 3 µM | hit rate 0.33% among 360,000 | AID 588814;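 active = activation above the run's mean compound activation plus 3 SD, cut at about 16% in these data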;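 also: peak over basal fluorescence ratio within a 140 s kinetic read after compound addition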
Target sequence (P11229 whole entry, looked up): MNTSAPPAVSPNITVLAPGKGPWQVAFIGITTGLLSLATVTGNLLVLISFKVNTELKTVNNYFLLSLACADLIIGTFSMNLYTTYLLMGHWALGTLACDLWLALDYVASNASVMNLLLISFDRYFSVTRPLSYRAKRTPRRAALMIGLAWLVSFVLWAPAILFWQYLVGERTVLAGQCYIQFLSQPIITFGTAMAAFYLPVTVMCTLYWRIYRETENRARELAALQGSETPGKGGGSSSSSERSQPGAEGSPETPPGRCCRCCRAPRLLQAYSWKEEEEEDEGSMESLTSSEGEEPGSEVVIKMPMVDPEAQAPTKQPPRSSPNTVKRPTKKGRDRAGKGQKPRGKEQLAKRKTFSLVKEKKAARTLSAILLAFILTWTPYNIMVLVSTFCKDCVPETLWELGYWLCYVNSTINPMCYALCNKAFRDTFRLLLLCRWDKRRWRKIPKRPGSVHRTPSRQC
TAAR1 agonist – human TAAR1 agonism | CHO RD-HGA16 TAAR1, Fluo-8 calcium fluorescence; vehicle wells 0%, saturating PEA agonist 100% | activation, % at 3 µM | hit rate 0.99% among 360,000 | AID 624467;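 active = activation above the mean activation of all test compounds in the run plus 3 SD, cut at about 38% in these data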
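Assay system: CHO-derived RD-HGA16 cells with stable Gα16 and human TAAR1; timing: 17-24 h seeding, 75 min 37 °C dye, 30 min RT; read-out: % activation from peak over basal fluorescence ratio, DMSO-to-PEA scaled; measured by: kinetic Fluo-8 calcium fluorescence; benchmarks: low control DMSO, high control PEA (EC100); doses: 3 µM single concentration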
CHO parental Ca – counter-screen for OX1R antagonists: effect in parental CHO cells. parental CHO-K1, ATP-induced calcium, Fluo-8 fluorescence. inhibition, % at 5.6 µM. hit rate 0.63% among 330,000. AID 463079;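 active = inhibition above that plate's mean sample inhibition plus 3 SD, cut at about 26% in these data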;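 also: 0% = ATP-challenged DMSO wells and 100% = DMSO wells without ATP; some compounds past the cut are filed as inactive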
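test system = CHO parental line | reagent = ATP stimulus | measured by = intracellular calcium via Fluo-8 no-wash fluorescent dye | control set = ATP and no-ATP DMSO wells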
The depositor's hits bear a star; / = no result given.

SMILES	OXTR potentiate	CHO-K1 Ca PAM	CHO-K1 Ca ag	V1R ag counter	TAAR1 antag	CHO-K1 Ca antag	M1 ag	TAAR1 agonist	CHO parental Ca
Cc1ccc(N2C(=O)C(Cl)=C(N3CCOCC3)C2=O)cc1Cl	-10	20	0.8	-1.1	-2	-8	-3	5	8
Cc1ccccc1NC1=NC(=S)N(c2ccccc2)C12CCCCC2	-2	0	-0.7	-1.5	-4	8	-12	1	-25
CNCCCOc1ccc(C)cc1Br	4	16	0.5	3.7	-12	-6	-4	11	-7
N#Cc1cnc(SCC(=O)N2CCCCC2)nc1N	-9	-1	-0.1	0.1	-3	3	-1	5	-4
CC(=O)Nc1ccc(N2CCOCC2)c(C(=O)Nc2cccc(C)c2)c1	-1	26	0.1	0.5	-6	-12	-4	4	-7
Cc1ccc(F)cc1CNC(=O)c1cc(COc2ccc3ncccc3c2)on1	-14	-1	14	11	41	17	1	23	32*
NC(=S)N/N=C1/CCSc2ccc3ccccc3c21	-11	16	0.4	-1.3	22	-19	-13	2	-17
CC1CCC/C(=C\Nc2ccc(O)cc2)C1=O (centres undefined)	1	9	0.0	0.1	-8	-3	-5	14	-16
Cc1ccc(OCC(=O)NCc2n[nH]c(=O)c3ccccc23)cc1	-2	-6	1.4	0.0	13	-4	-3	0	-6
O=C(Nc1cccc(-n2cnnn2)c1)c1cnccc1Cl	-11	5	1.9	0.3	-16	-2	-3	1	-2
COc1ccc(CNCC(O)(c2ccc(F)cc2)c2ccc(F)cc2)cc1OC	-18	5	11	1.6	9	17	0	5	-7
CSc1ncc(-c2ccc(Cl)cc2)[nH]1	0	0	0.1	-0.2	-26	-8	-5	-1	-1
Cc1ccccc1NC(=O)C1CC(=O)N(c2ccccc2F)C1 (centres undefined)	-14	2	0.1	-0.2	-17	2	-2	2	14
COc1ccc(Nc2ncc3c(n2)CC(c2ccccc2)CC3=O)cc1 (centres undefined)	-2	22	0.4	-0.8	7	-9	-8	3	-25
COc1ccccc1Nc1nnc(SCc2nnc(-c3cc(OC)c(OC)c(OC)c3)o2)s1	-1	-12	4.9	-1.9	58*	11	-7	10	-16
CC(=O)c1cccc(N(CC(=O)NC2CCCC2)C(=O)c2csnn2)c1	-9	-10	0.1	-0.6	-10	-4	-3	-1	6
CSc1nnc(C2CCCN(CC(=O)Nc3ccccc3N3CCOCC3)C2)n1C(C)C (centres undefined)	-2	18	1.8	0.8	-3	-20	-3	1	-23
COc1ccc(CCN(C)C(=S)Nc2ccc(SC(F)F)cc2)cc1OC	-11	-10	8.9	7.7	13	-4	-1	5	-2
CCn1cc(S(=O)(=O)NC2CCCCC2)cn1	-4	-21	0.0	-0.4	-22	12	-1	5	-5
CCOc1ccccc1NC(=O)CN1CCC(C(=O)c2ccc(OC)cc2)CC1	-19	13	6.1	2.3	-19	-10	-6	-1	4
CCCS(=O)(=O)c1c(S(=O)(=O)CCC)c2cnccn2c1C(=O)c1ccc(Cl)cc1	-4	17	0.3	-0.9	2	-19	-5	16	-33
COC(=O)C1CCN(Cc2cn(Cc3ccccc3)nc2-c2cc3ccccc3o2)CC1	-6	-7	1.6	2.7	3	0	-3	3	-14
COc1cc(/C=C/C(=O)OCc2c(C)noc2C)ccc1OC(F)F	-18	8	0.3	-0.7	12	-1	-3	7	-8
COc1cccc(NS(=O)(=O)c2c(C)cc(C)cc2C)c1	-5	17	2.6	-1.4	-1	-22	-7	4	-15
CSc1nc(O)c(C(c2ccc(F)cc2)c2c(O)nc(SC)[nH]c2=O)c(=O)[nH]1	-3	23	1.1	0.8	-34	-17	-3	1	-5
Cc1ccc2c(CC(=O)OCn3nnc4ccccc4c3=O)coc2c1	-1	12	0.6	-0.4	4	-10	-7	2	-18
c1ccc(OCc2nnc3sc(C4COc5ccccc5O4)nn23)cc1 (centres undefined)	-8	-2	0.8	0.2	0	7	-4	0	-10
CC(C)(C)NC(=O)NC(=O)COC(=O)c1nc(-c2ccccc2)n(-c2cccc(C(F)(F)F)c2)n1	-12	22	2.3	-0.2	13	-4	-9	1	-24
CC(=O)N1CCSc2ccc(S(=O)(=O)NCCc3ccc(C)cc3)cc21	-12	-14	10	8.7	0	-7	1	22	14
Cc1nn(-c2ccccc2)c2c1C(c1ccco1)C(C#N)=C(N)O2 (centres undefined)	-8	-2	0.0	-0.3	2	-15	-1	4	-6
CCOC(=O)[C@]12CCC=C1N(Cc1cccc3ccccc13)C(=O)[C@H](CC(=O)N1CCN(C(=O)c3ccco3)CC1)C2	/	1	2.4	/	-11	-13	/	1	/
CC(=O)Nc1ccccc1C(=O)C(=O)Nc1ccc(C(=O)N2CCOCC2)cc1	1	17	0.3	1.8	-39	-13	-2	3	9
C=CCn1c(SCC(=O)c2ccccc2)nnc1-c1cc2ccccc2o1	-20	6	0.9	0.4	40	-3	-3	10	-26
O=C(c1nc2ccccn2c1CN1CCCC(c2nc3ccccc3o2)C1)N1CCCC1 (centres undefined)	-7	13	6.4	-0.9	5	-12	-5	3	-22
Cc1ccnc(NCc2c(O)ccc3ccccc23)c1	0	-1	-0.1	-1.5	7	6	-4	-3	-4
CCC(=O)N1CCc2cc(Br)cc(S(=O)(=O)N(C)c3ccc(OC)cc3OC)c21	-8	13	5.3	0.1	26	2	-6	11	-15
Cc1ncc(/C=C2\C(=O)Nc3ccccc32)[nH]1	-1	/	/	0.7	-15	/	/	2	-5
C=CCN(c1ccc(F)cc1)S(=O)(=O)c1cc(C(=O)OCC(=O)N(C)C2CCS(=O)(=O)C2)ccc1Cl (centres undefined)	-4	17	4.6	0.5	-4	-5	-5	9	-10
C=CS(=O)(=O)N(Cc1ccccc1Br)[C@H](CO)CC(C)C	/	7	-0.2	/	13	-11	-11	6	/
Cn1c(SCC(=O)c2ccc(O)c(O)c2)nnc1-c1ccccc1	/	7	1.0	/	2	-10	-4	-1	/

Copied from the list.
`COC(=O)C1CCN(Cc2cn(Cc3ccccc3)nc2-c2cc3ccccc3o2)CC1` @ CHO parental Ca = -14
`Cc1ccc2c(CC(=O)OCn3nnc4ccccc4c3=O)coc2c1` @ CHO-K1 Ca ag = 0.6
`Cc1ncc(/C=C2\C(=O)Nc3ccccc32)[nH]1` @ CHO parental Ca = -5

Retrieved one by one from the entries so far (2):
SMILES	OXTR potentiate	CHO-K1 Ca PAM	CHO-K1 Ca ag	V1R ag counter	TAAR1 antag	CHO-K1 Ca antag	M1 ag	TAAR1 agonist	CHO parental Ca
C=CCN(c1ccc(F)cc1)S(=O)(=O)c1cc(C(=O)OCC(=O)N(C)C2CCS(=O)(=O)C2)ccc1Cl (centres undefined)	-4	17	4.6	0.5	-4	-5	-5	9	-10
CC(=O)N1CCSc2ccc(S(=O)(=O)NCCc3ccc(C)cc3)cc21	-12	-14	10	8.7	0	-7	1	22	14

Continuation:
SMILES	OXTR potentiate	CHO-K1 Ca PAM	CHO-K1 Ca ag	V1R ag counter	TAAR1 antag	CHO-K1 Ca antag	M1 ag	TAAR1 agonist	CHO parental Ca
COC(=O)c1cc2cc(NS(=O)(=O)c3ccc(C)cc3)ccc2s1	-23	19	1.1	0.0	-8	-21	-2	10	-23
O=C(NCc1ccccc1F)C1CCC(=O)N(Cc2ccc(Cl)cc2)C1 (centres undefined)	-14	-21	1.1	0.1	-19	12	9	2	-14
O=C1NC2(CCCCC2)OC12CCCCC2	/	0	-0.3	/	4	-1	-1	2	/
CCCC(=O)NC(=S)Nc1ccccc1C(F)(F)F	-11	7	0.1	-1.0	-10	-1	-3	1	-11
CCOc1cc2c(cc1OCC)C(c1ccccc1)N(c1ccc(C(=O)O)cc1)C(=O)C2 (centres undefined)	-1	-2	-0.3	0.3	-26	-2	-4	0	-10
Cc1ccc(-n2nc3c(c2NC(=O)c2cc4ccccc4o2)CS(=O)(=O)C3)cc1	-2	2	0.8	2.2	-2	12	-2	2	-17
COc1ccc(CNC(=S)N2CCN(Cc3ccccc3)CC2)cc1	-3	11	2.0	1.9	-10	-19	-2	1	-11
CCOc1ccc(NS(=O)(=O)N(C)C)cc1	-16	10	0.2	0.3	5	-5	-2	9	-10
COc1ccc(S(=O)(=O)N(C)C)cc1NC(=O)[C@H](Cc1ccccc1)N1C(=O)c2ccccc2C1=O	-8	25	2.1	0.9	-3	-9	-8	1	-7
CCCCC1S/C(=N/N=C/c2ccco2)NC1=O (centres undefined)	-3	25	0.5	0.7	-22	-4	-2	2	-10
O=C(Nc1c(Cl)cc(Cl)cc1C(=O)NCCN1CCOCC1)c1cccc([N+](=O)[O-])c1	-2	5	0.1	-0.1	4	4	-5	14	-8
Cc1ccc(S(=O)(=O)N2[C@@H](c3ccccc3F)C(C(=O)O)=CC[C@H]2c2ccc(C(C)C)cc2)cc1	-15	2	-0.3	-0.5	18	-9	-8	1	-13
CCOC(=O)c1cnc2ccc(C)cc2c1OCc1cc(F)cc(F)c1	-1	12	-0.1	-0.6	17	-10	-1	5	-13
N#Cc1ccccc1OCC(=O)Nc1ccccc1C(=O)NC1CC1	2	-20	0.7	0.1	-9	7	-1	3	-11
O=S(=O)(c1cccc2nsnc12)N1CCN(C/C=C\c2ccccc2)CC1	-6	28	3.8	2.7	-14	-5	-6	0	-14
CC(C)(C)c1cc(C(=O)N/N=C/c2ccc(F)cc2)n(-c2ccccc2)n1	5	22	0.3	-1.0	-15	-16	-6	-2	-19
O=C(O)c1ccc(S(=O)(=O)c2ccc3c(c2)C(=O)N(c2ccc(Br)cc2)C3=O)cc1	-7	12	0.7	-0.2	5	-11	-3	0	1
CCOc1ccc(NC(=O)CN2CCN(c3ccccc3C)CC2)cc1S(=O)(=O)N1CCCC1	-6	-13	0.4	2.3	-5	-4	-5	0	-18
CC(C)c1ccc(/C=N/NC(=O)CN(c2cccc(Cl)c2Cl)S(C)(=O)=O)cc1	-12	14	-0.4	1.8	11	-4	-3	4	-6
COc1ccc2cc3cc(C(=O)NCCN4CCc5ccccc5C4)sc3nc2c1	-4	-6	1.3	0.5	-11	2	-8	1	-11
CCOC(=O)C1CCCN(C(=O)c2ccc(N(C)C)cc2)CC1 (centres undefined)	/	7	-0.4	/	-6	-3	-2	2	/
COc1cc(/C=N\NC(=O)c2ccc(Cl)cc2)ccc1Oc1ccc([N+](=O)[O-])cn1	-9	1	9.6	1.0	-4	1	0	5	-28
COc1ccc(OC)c(/C=C/C(=O)Nc2ccc(OC)nc2)c1	2	-7	0.4	-0.7	7	-4	0	0	-8
COc1cccc2c(=O)cc(C)n(CC(=O)Nc3cccc(C)c3)c12	-17	14	9.3	7.7	10	-11	-5	9	-10
Cc1ccc(-n2c(C)nc3c(cnn3-c3ccc(F)cc3)c2=O)cc1	-19	17	4.0	6.9	22	-11	0	8	8
